bCat KO growth: primary screen for growth suppressors in beta-catenin knockout HCT116 cells (colon tumor, human); HCT116 beta-catenin knockout viability, CellTiter-Glo, 60 h; stronger effect = lower value; viability, % at 10 µM; 140,000 compounds, 1.5% hits; AID 818, 2007;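 active = viability at or under a set limit, the compound median less 4 SD, cut at about 6% in these data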;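 note: 0% = Hyamine 1622 control at 20 µM and 100% = untreated cell control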
Yeast growth inh: growth inhibitors of yeast BB579 in restrictive medium, primary screen, yeast lifespan-shortening project, S. cerevisiae; AID 804, 2007; inhibition, % at 10 µM; OD615, 48 h; 140,000 compounds, 0.51% hits;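 active = inhibition above a set limit, 3 SD over the mean compound inhibition, cut at about 44% in these data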; note: inactives centre near -24
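Assay system: S. cerevisiae DeaD strain BB579 yeast. Medium: CSMM-D restrictive synthetic medium containing dextrose (glucose). Times: 4 h cell preincubation, 48 h compound exposure, 30 °C humidified. Signal: OD615 turbidity measurement. Benchmarks: positive control amphotericin B 10 µg/mL.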
GALR2 blocker: GALR2 antagonists in receptor-expressing cells, primary screen; Galanin receptor type 2 (Homo sapiens), O43603; antagonist mode; inhibition, % at 4 µM; 140,000 compounds, 0.39% hits; in the data active = inhibition above about 27%;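 note: cells stimulated with galanin 1-16 at roughly its EC80; 0% = agonist challenge control and 100% = basal control without agonist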
Target sequence (O43603 whole entry, looked up): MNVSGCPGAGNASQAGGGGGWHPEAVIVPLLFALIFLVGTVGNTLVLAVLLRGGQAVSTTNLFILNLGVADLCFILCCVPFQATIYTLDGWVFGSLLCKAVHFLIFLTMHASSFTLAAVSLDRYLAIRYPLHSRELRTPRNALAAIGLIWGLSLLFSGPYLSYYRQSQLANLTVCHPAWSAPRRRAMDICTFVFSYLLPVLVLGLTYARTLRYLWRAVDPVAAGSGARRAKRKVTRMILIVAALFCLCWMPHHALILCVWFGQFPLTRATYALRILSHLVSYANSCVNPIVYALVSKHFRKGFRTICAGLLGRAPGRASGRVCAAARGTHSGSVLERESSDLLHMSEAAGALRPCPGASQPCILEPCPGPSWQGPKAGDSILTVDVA
PTEN del growth: growth suppression of PTEN-null HCT116, primary screen, cell-based, CellTiter-Glo | viability, % at 10 µM | HCT116 PTEN-null viability, 60 h; stronger effect = lower value | 140,000 compounds, 1.2% hits | AID 827, 2007;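 active = viability at or below a set limit, 4 SD under the median of all tested compounds, cut at about 3.7% in these data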;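 note: PTEN knockout HCT116 line with beta catenin targeted HCT116 as companion control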
Measles CPE: compounds protecting cells from measles virus cytopathic effect, primary screen, measles RdRp inhibitor project, single point, MLSMR library, absorbance; Measles virus-infected cells, CPE protection; protection (pct of control), % at 4 µM; 140,000 compounds, 1.5% hits; AID 841, 2007; in the data active = protection mostly above about 24%, no sharp cut-off; inactive = mostly below about 26%; note: some compounds called inactive have numbers as strong as hits
Yeast life ext: compounds extending yeast replicative lifespan, primary screen, S. cerevisiae, OD615; S. cerevisiae growth with nicotinamide; deaD strain in restrictive glucose medium; inhibition of the nicotinamide effect, % at 10 µM; 130,000 compounds, 0.68% hits;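 active = inhibition above a set limit, placed 3 SD over the median of all compounds, cut at about 26% in these data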;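 note: 0% = nicotinamide-treated wells and 100% = cells grown without nicotinamide; some compounds called inactive have numbers as strong as hits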
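System: DeaD-strain S. cerevisiae / Buffer or medium: CSMM-D, restrictive glucose (dextrose) synthetic minimal medium / Probe or stimulus: nicotinamide, 1.5 mM, co-present with compound / Compound: one concentration, 10 µM, DMSO 0.25% / Incubation: 48 h compound exposure at 30 °C, humidified / Technique: optical density (absorbance) at 615 nm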
E-sel TNF inh: E-selectin induction blockers in HUVEC – imaging, immunofluorescence, high content, primary screen; HUVEC TNFa-induced E-selectin immunofluorescence; inhibition, % at 2 µM; 120,000 compounds, 0.71% hits; AID 1246, 2008;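 active = inhibition above the batch mean plus 3 SD, and confirmed as a hit on visual image review, cut at about 43% in these data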;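 note: 0% = TNF-stimulated DMSO wells and 100% = unstimulated control wells; not every result past the cut was called active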
MRP1 act: H69AR viability gain despite doxorubicin, primary screen, MRP-1 activator project, H69AR cells, CellTiter-Glo | viability rescue | viability increase, % at 10 µM | 140,000 compounds, 0.61% hits | AID 799, 2007;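 active = viability gain under doxorubicin at or above a set limit, the compound median plus 3 SD, cut at about 4.7% in these data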;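 note: MRP-1 overexpressing cells given doxorubicin 25 µM after compound pretreatment; 18-22 h compound pretreatment then 72 h with doxorubicin before readout; 0% = doxorubicin-only wells and 100% = vehicle-treated cells without doxorubicin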
NPY-Y2 antag: NPY-Y2 receptor antagonists, primary screen, cell-based; Neuropeptide Y receptor type 2 (Homo sapiens), P49146; NPY-Y2 expressing cells, antagonist mode; inhibition, % at 2.7 µM; 140,000 compounds, 0.99% hits; AID 793, 2007; in the data active = inhibition above about 17%;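 note: 0% = vehicle with agonist challenge and 100% = reference antagonist with challenge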
Target sequence (P49146 whole entry, looked up): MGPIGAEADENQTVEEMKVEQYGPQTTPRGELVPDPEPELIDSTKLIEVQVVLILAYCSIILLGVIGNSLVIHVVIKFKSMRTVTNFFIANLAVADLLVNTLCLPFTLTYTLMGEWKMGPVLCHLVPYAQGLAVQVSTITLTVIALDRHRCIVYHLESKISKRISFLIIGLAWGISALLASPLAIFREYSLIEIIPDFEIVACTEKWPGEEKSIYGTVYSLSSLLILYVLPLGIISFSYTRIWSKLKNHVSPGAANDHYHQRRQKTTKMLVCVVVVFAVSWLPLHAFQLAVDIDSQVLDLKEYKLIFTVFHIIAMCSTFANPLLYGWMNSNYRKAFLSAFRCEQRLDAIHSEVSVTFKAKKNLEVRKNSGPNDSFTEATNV
Phagocytosis inh: inhibitors of macrophage phagocytosis, primary screen, imaging, J774A.1 cells, IgG beads. AID 1029, 2008. inhibition, % at 5 µM. J774A.1 macrophage IgG-bead phagocytosis. 110,000 compounds, 0.07% hits;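 active = inhibition above the mean of the plate negative controls plus 5 SD, cut at about 13% in these data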;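 note: phagocytic index as fraction of beads internalized from green versus red external bead signal; plate controls were DMSO negative control for no effect and cytochalasin-D positive control for full effect; some results beyond the cut were filed as inactive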
* hit, by the source's call; · = no result given.

SMILES	bCat KO growth	Yeast growth inh	GALR2 blocker	PTEN del growth	Measles CPE	Yeast life ext	E-sel TNF inh	MRP1 act	NPY-Y2 antag	Phagocytosis inh
O=C(C1Cc2ccccc2CN1S(=O)(=O)c1ccc(F)cc1)N1CCCCC1 (configuration not stated)	91	-23	-9	90	13	3	11	-0.6	-1	-3
CCOC(=O)c1sc(C(=O)OCC)c(OCCO)c1OCCO	102	1	0	116	15	-7	-1	0.6	0	-1
CCN1CCN(C(=O)Nc2ccccc2OC)CC1	91	-20	-9	88	8	·	7	-1.6	6	·
CCN(CC)S(=O)(=O)c1ccc(C)c(NC(=O)Cn2c(=O)cnc3ccccc32)c1	69	-24	-8	62	10	0	·	-1.3	1	1
Cc1nc(C)c(/C(O)=C/c2nc3ccccc3oc2=O)s1	59	7	13	63	21	-2	·	-4.1	0	-4
COc1ccc(-c2nnc3ccc(SCC(=O)N4CCCCC4)nn23)cc1OC	91	-30	6	99	24	-5	19	-3.5	3	-2
CC(=O)c1ccc(C(=O)Nc2ccc(N3CCOCC3)cc2)cc1	93	-10	-4	80	5	-8	·	-2.2	3	-1
Cc1ccc(C)n1NC(=O)c1ccc(Cl)cc1	98	-49	15	99	27	-9	3	0.3	-2	·
CCOC(=O)c1c(NC(=O)CC)sc(C(C)=O)c1C	90	-15	0	93	18	-13	·	-1.4	2	0
Cc1nc(SCc2nc3ccccc3[nH]2)c2oc3ccccc3c2n1	58	5	1	47	26	-22	6	-4.5	3	·
CCCCNC(=O)c1onc(CSc2ccc(C(C)C)cc2)c1C(=O)O	95	-9	6	102	5	1	-21	-1.2	14	-1
O=C(O)C1CC(=O)N(c2ccc(OCc3ccc(Cl)cc3Cl)cc2)C1 (configuration not stated)	3.3*	-24	-6	3.2*	1	-16	-11	-1.2	5	·
CCc1cc2c(C)ccc(C)c2nc1SCC(=O)Nc1c(C)[nH]c(=O)[nH]c1=O	37	-34	1	30	5	0	-3	-4.2	13	-4
COc1nc(C)nc2c1ccc1ccccc12	99	1	5	85	23	·	-10	-2.2	3	·
NS(=O)(=O)c1cc2c(cc1Cl)NC(C1C[C@H]3C=C[C@@H]1C3)NS2(=O)=O (some centres not stated)	97	-16	-3	97	13	-2	·	2.0	6	·
O=C(NCCc1ccc(Cl)cc1)C1CCC(=O)N1Cc1ccccc1Cl (configuration not stated)	80	-9	-7	75	7	-16	14	-2.1	-1	·
Cc1ccc(C(=O)N/C(=C\c2ccc(Cl)cc2)C(=O)NCCCN2CCOCC2)cc1	92	-17	7	103	12	-7	-3	-1.9	0	5
CCCN(CCC)C(=O)C1CCN(c2cc(C)nc3c(-c4ccc(OC)c(OC)c4)c(C)nn23)CC1	72	-27	2	72	9	-4	·	-5.0	-2	0
CCOC(=O)C1=NN(c2ccc(Cl)cc2)C(c2ccccc2)CC1=O (configuration not stated)	78	-42	7	86	7	·	14	-3.3	-1	·
C=CCOc1ccc(CNc2nn[nH]n2)cc1OC	89	-33	2	101	41	-11	1	-1.9	3	0
CCN(CC)C(=O)COc1ccc(S(=O)(=O)N2CCOCC2)cc1	99	-22	-1	92	5	-13	14	-1.4	1	-4
Cc1ccc(NC(=O)CN2CCC(NC(=O)C3CCCCC3)CC2)c(Br)c1	91	6	4	85	27	7	-22	-2.2	5	-10
Cc1cc(C(=O)N(C)Cc2ccc(Br)cc2)no1	98	-24	11	91	6	-6	-2	-1.5	3	-1
COC(=O)c1sccc1NC(=O)CSc1ccccc1NS(=O)(=O)c1ccccc1Cl	93	-42	-12	94	19	-11	-25	-1.4	3	-1
O=C(COc1cccc(NC(=O)c2ccco2)c1)c1ccc(F)cc1	90	-7	1	110	19	-9	-9	-1.0	4	-1
The list continues.
SMILES	bCat KO growth	Yeast growth inh	GALR2 blocker	PTEN del growth	Measles CPE	Yeast life ext	E-sel TNF inh	MRP1 act	NPY-Y2 antag	Phagocytosis inh
COC(=O)c1cc(C(=O)OCC(=O)N2c3ccccc3NC(=O)C2(C)C)cc([N+](=O)[O-])c1	89	-22	5	86	·	1	·	-2.1	0	-10
COCCCNc1oc(-c2ccccc2OC)nc1C#N	98	-6	1	96	11	-20	·	-2.7	4	0
COCCn1c(SCC(=O)NCc2ccco2)nnc1C(C)C	84	-7	1	89	6	·	15	-4.5	5	·
COc1ccc(Cl)c(Cn2c(NCc3ccccn3)nc3c2c(=O)n(C)c(=O)n3C)c1	81	11	-4	100	14	-6	-32	-2.4	4	-3
CN(C)c1ccc(/C=N/NC(=O)c2ccc(CN3C(=O)c4cccc5cccc3c45)cc2)cc1	93	-38	10	70	22	-7	-6	-3.2	2	-6
Cc1ccc(C(=O)COC(=O)CNC(=O)CN2C(=O)c3ccccc3C2=O)cc1	98	-13	-4	105	9	-2	·	-0.6	2	-6
C=CCn1c(SCC(=O)c2ccc(CNC(C)=O)o2)nc2ccccc2c1=O	100	-24	-8	93	5	-9	10	-2.7	5	0
O=C(NCc1cccnc1)c1ccc(COc2ccccc2Br)o1	78	-38	12	63	4	-14	12	-0.3	2	-1
NC(=O)CSc1nnnn1CC(CC(=O)O)c1ccccc1 (configuration not stated)	85	1	-5	95	12	·	-9	-1.4	0	·
COc1ccccc1CN(Cc1nc2ccccc2c(=O)[nH]1)S(=O)(=O)c1ccc2ccccc2c1	38	-65	-26	25	8	·	6	-3.6	8	·
O=C(c1ccc2snnc2c1)N1CCCCC1	100	-9	2	105	8	·	-4	-1.5	5	·
OCCSc1c(F)c(SCCO)c(SCCO)c(F)c1SCCO	102	4	-7	94	8	-3	25	-1.8	1	0
CCCCN(CC)C(=O)CSc1nc2ccccc2c(=O)n1CC1COc2ccccc2O1 (configuration not stated)	78	-35	-4	67	10	-12	9	-4.4	2	2
COc1ccc(N2CCN(C(=O)c3csc4ccccc34)CC2)cc1	83	-47	5	77	3	-10	7	-1.5	0	3
Cc1ccc(NC(=O)COc2cccc3ccc(C)nc23)c(Br)c1	103	-36	-2	84	13	-2	9	-0.1	6	-1
CN(C)Cc1ccccc1C1(O)c2ccccc2CSc2ccccc21 (configuration not stated)	58	-40	4	57	0	5	41	-3.2	12	-1
Cc1ccc2c(c1)C1CN(C)CCC1N2C(=O)c1ccccc1NS(=O)(=O)c1ccc(F)cc1C (configuration not stated)	72	-20	5	79	2	0	·	-2.1	4	-4
CC(C)C(NC(=O)c1ccco1)C(=O)NCC(c1ccco1)N(C)C (configuration not stated)	81	-67	10	100	23	-7	-41	-1.2	-1	-1
O=C(O)c1cccc(S(=O)(=O)N2Cc3ccccc3C2)c1	95	-32	3	96	32	·	-15	-0.8	3	·
O=C(Nc1ccc(Cn2nnc3ccccc32)cc1)c1ccco1	90	-18	6	99	6	-7	44	-0.2	0	0
COc1ccccc1C(O)(C(=O)NNc1ccccc1C)c1ccccc1OC	90	-20	-3	87	19	2	10	-1.8	3	-9
O=C(O)C1C(c2ccccc2)C(C(=O)N2CCOCC2)C1c1ccccc1 (configuration not stated)	96	-6	-8	109	5	-5	19	0.6	0	3
COC(=O)c1ccccc1NC(=O)CSc1nnc(-c2ccc(OC)cc2)n1C	100	-6	5	89	4	·	11	-2.9	4	·
Cc1nc(-c2ccc(NC(=O)c3ccccc3Br)cc2)cs1	89	16	10	94	1	-6	·	-0.8	4	-1
Cc1ccc(/C(N)=N/OC(=O)c2ccc(Cl)cc2Cl)cc1	94	99*	4	97	2	-11	-12	-2.1	4	0
(more compounds)
SMILES	bCat KO growth	Yeast growth inh	GALR2 blocker	PTEN del growth	Measles CPE	Yeast life ext	E-sel TNF inh	MRP1 act	NPY-Y2 antag	Phagocytosis inh
CC1CC(C)CN(CCCNC(=O)C2CCCN(c3nnc(N4CCCC4=O)s3)C2)C1 (configuration not stated)	99	1	-10	99	5	-17	-15	-3.1	0	·
O=C1C(c2ccncc2)N(CCC2=CCCCC2)C(=O)CN1C1CCCCC1 (configuration not stated)	97	-24	7	92	19	-1	-20	-2.7	-1	-2
COc1ccc(-n2c(Cc3ccccc3)nnc2SCc2ccc([N+](=O)[O-])cc2)cc1	88	-20	9	88	4	0	·	-3.5	4	2
CCN(CC)C(=O)c1ccc(S(=O)(=O)N2CCC(c3nc4ccccc4s3)CC2)cc1	19	-24	5	17	10	·	1	-1.8	-1	·
Cc1cc(NC(=O)C2CC(c3ccc(F)cc3)=NO2)no1 (configuration not stated)	103	-35	3	99	10	-14	·	-0.8	2	0
Cc1noc(/C=C/N(C)C)c1S(=O)(=O)N1CCCC(C(=O)Nc2ccc3c(c2)OCO3)C1 (configuration not stated)	76	-8	4	65	4	-10	40	3.2	-1	·
COc1cccc(/C=N/N2CCN(C)CC2)c1	95	-25	4	108	2	6	·	-2.2	0	-11
CC(C)(C)NC(=O)C1CN(S(=O)(=O)c2ccccc2)CCN1S(=O)(=O)c1ccccc1 (configuration not stated)	93	15	2	100	20	-11	-27	1.9	2	-1
CC(NS(=O)(=O)c1ccc(Br)cc1)C(c1cccs1)N1CCOCC1 (configuration not stated)	72	-14	4	76	4	1	5	-2.4	0	·
O=S(=O)(c1ccc2c(c1)OCCO2)N1CCN(c2cccc(Cl)c2)CC1	88	-19	12	77	3	-3	6	-3.0	-2	0
Cc1cc(C)c(S(=O)(=O)N2CCCCC2)c(C)c1-n1ncnn1	101	-22	4	102	7	-14	3	-2.1	3	-3
O=C(O)C1CC1c1ccc(Br)cc1 (configuration not stated)	86	-20	14	87	25	-5	9	-1.7	15	-1
O=C(COC(=O)CCSc1ccc(Cl)cc1)NCc1ccccc1	99	13	3	102	8	-2	0	-2.5	15	-7
Cc1nn(Cc2ccccc2)c(Cl)c1C(=O)OCC(=O)NC(=O)NC12CC3CC(CC(C3)C1)C2	80	-52	-13	70	5	0	·	-4.3	7	-5
COc1ccc(N(C(=O)C(C)C)S(=O)(=O)c2cccs2)cc1	83	-32	-7	83	4	-17	-1	-2.0	0	-1
CCCSC1=C(C#N)C(c2ccccc2OCC)CC(=O)N1 (configuration not stated)	102	-41	-2	99	13	-1	-18	-2.7	-1	-1
CCOC(=O)C1CCN(C(=O)c2ccccc2N(C)S(=O)(=O)c2ccccc2)CC1	92	-35	-2	89	22	0	24	-2.9	1	-1

Some of the entries so far, with two lines to a compound.
Order of results – bCat KO growth, Yeast growth inh, GALR2 blocker, PTEN del growth, Measles CPE, Yeast life ext, E-sel TNF inh, MRP1 act, NPY-Y2 antag, Phagocytosis inh
> Cc1ccc(C(=O)N/C(=C\c2ccc(Cl)cc2)C(=O)NCCCN2CCOCC2)cc1
  92, -17, 7, 103, 12, -7, -3, -1.9, 0, 5
> NS(=O)(=O)c1cc2c(cc1Cl)NC(C1C[C@H]3C=C[C@@H]1C3)NS2(=O)=O (some centres not stated)
  97, -16, -3, 97, 13, -2, ·, 2.0, 6, ·

Source: PubChem (several laboratories)
